Assay outcomes (PubChem BioAssay)
RNase H inhibition – RNase H inhibition, HIV 1 Gag Pol polyprotein, FRET biochemical assay, screening (AID 372) | HIV-1 RT RNase H, FRET RNA/DNA substrate fluorescence; higher % means a stronger effect | one-dose inhibition, % at 10 µM; IC50 in µM for titrated hits | actives 0.77% (n = 100,000); in the data active = inhibition above about 50%
The depositor's hits bear a star.

SMILES | RNase H inhibition
O=C1CSC(c2ccc(Cl)cc2)N1 (centres undefined) | 4%
O=C(CSc1nc2ccc(NC(=O)c3ccccc3Cl)cc2s1)Nc1ccc(F)cc1 | 13%
Fc1cnc(N2CCOCC2)nc1N1CCN(c2ccccc2)CC1 | 13%
COc1ccccc1N1CCN(C(=O)c2ccc([N+](=O)[O-])c(C)c2)CC1 | 9%
Cc1ccc(C)c(NC(=S)NC(NC(=O)c2ccccc2F)C(Cl)(Cl)Cl)c1 (centres undefined) | 7%
Cc1c(N=Cc2cc(Br)ccc2O)cccc1[N+](=O)[O-] | 15%
O=C(NC1CCCCC1)O/N=C\c1ccc(F)cc1 | 2%
CC(C)(C)c1ccc(C(=O)NNC(=O)c2ccc(Cl)cc2)cc1 | 1%
C/C(=N\NC(=O)c1cc(Cl)cc(Cl)c1O)c1ccc(N)cc1 | 15%
O=C(NC(c1cccc([N+](=O)[O-])c1)c1c(O)ccc2ccccc12)c1ccccc1 (centres undefined) | 29%
COc1cc(C=O)cc(Cl)c1OCc1ccc(Cl)cc1Cl | 49%
Cc1ccc(/C(O)=C2\C(=O)C(=O)N(c3ccc(F)cc3)C2c2cccc(F)c2)cc1 (centres undefined) | 0%
CCOc1cc(/C=N/NC(=O)c2ccc(O)cc2O)ccc1O | 1%
O=C(c1ccc([N+](=O)[O-])o1)N1CCN(c2ccc([N+](=O)[O-])cc2Cl)CC1 | 8%
Cc1cccc(-c2cc(NC(=O)COc3ccc(Cl)cc3Cl)n[nH]2)c1 | 19%
Cc1cc(C)cc(N2C(=O)NC(=O)/C(=C\c3cc(Br)c(N4CCOCC4)o3)C2=O)c1 | 22%
CN(C)c1ccc(/C=N/NC(=O)c2ccccc2O)cc1[N+](=O)[O-] | 9%
Cc1nnc(C)n1/N=C\c1cccc2ccccc12 | 16%
O=C1NC(=S)S/C1=C/c1cccc(I)c1 | 11%
Cn1ccnc1Sc1nc2c(c(=O)n(Cc3ccc(Cl)cc3Cl)c(=O)n2C)n1C | 12%
C=CCOC(=O)C1CC=CCC1C(=O)Nc1nc2ccc(OCC)cc2s1 (centres undefined) | 17%
CC(=O)Nc1nc2ccccc2n1Cc1ccc(C)cc1 | 41%
COC(=O)c1ccc(C)c(-n2c(C)cc(C=O)c2C)c1 | 7%
Cc1cc(C)c(NC(=O)CN(C2CCCCC2)C2CCCCC2)c(C)c1 | 6%

Molecules shown so far containing bromine:
SMILES | RNase H inhibition
Cc1c(N=Cc2cc(Br)ccc2O)cccc1[N+](=O)[O-] | 15%
Cc1cc(C)cc(N2C(=O)NC(=O)/C(=C\c3cc(Br)c(N4CCOCC4)o3)C2=O)c1 | 22%

The results go on.
SMILES | RNase H inhibition
COc1cc(OC)cc(C(=O)Nc2cccc(S(N)(=O)=O)c2)c1 | 3%
CCOc1cc(C2Nc3cc(C)c(C)cc3NC3=C2C(=O)CC(C)(C)C3)cc([N+](=O)[O-])c1O (centres undefined) | 13%
CCOc1cc(/C=N/NC(=O)C(O)c2ccccc2)ccc1OC(=O)c1cccs1 (centres undefined) | 18%
COC(=O)C1=C(C)N=c2s/c(=C/c3ccc(F)cc3)c(=O)n2C1c1ccc(OC)cc1 (centres undefined) | 0%
CCCCCC(=O)NNC(=O)c1ccc(Cl)cc1 | 0%
COc1ccccc1-c1cc(C(=O)O)c2ccccc2n1 | 2%
COc1ccc(Cl)cc1C(=O)Nc1ccc(C)c(Cl)c1 | 3%
O=S(=O)(c1ccc(F)cc1)N1CCN(C/C=C/c2ccccc2)CC1 | 11%
O=C(COc1ccccc1Cl)NNC(=O)c1cc2ccccc2cc1O | 6%
Cc1ccc(C(=O)NC(=S)Nc2cccc(-c3nc4ccccc4s3)c2C)cc1C | 9%
Cc1cc(OCc2ccc([N+](=O)[O-])cc2)c2c(-c3ccccc3)cc(=O)oc2c1 | 10%
NC1=NC(=O)/C(=C/c2ccccc2OCc2cccc3ccccc23)S1 | 31%
CCOC(=O)C(=O)Nc1cccc([N+](=O)[O-])c1C | 3%
COc1ccc(C2/C(=C(\O)c3ccccc3)C(=O)C(=O)N2C)c(OC)c1 (centres undefined) | 1%
COc1ccc(C=C2C=C(C(C)(C)C)C(=O)C(C(C)(C)C)=C2)cc1OC | 19%
Cc1cccc(OCCNc2cc(N3CCCC3)ccc2[N+](=O)[O-])c1 | 17%
CN(C)c1ccc(C2C=Cc3ccccc3N2C(=O)c2ccccc2)cc1 (centres undefined) | 24%
COC(=O)c1ccc(CN2CCCCC2)cc1 | 5%
COc1cc(/C=N/NC(=O)c2ccncc2)cc(OC)c1O | 7%
CCCOC(=O)CSC1=C(C#N)C(c2ccccc2Cl)CC(=O)N1 (centres undefined) | 20%
O=C1/C(=C/c2cccc(O)c2)SC(=S)N1c1cccc(Cl)c1 | 19%
Cc1cccc(C(=O)Nc2ccc(C)c(Cl)c2)c1 | 0%
CC1CCN(S(=O)(=O)c2cccc(C(=O)c3cccc(S(=O)(=O)N4CCC(C)CC4)c3)c2)CC1 | 18%
COc1cccc(-c2nc3cc(NC(=O)c4cccc(Cl)c4Cl)ccc3o2)c1 | 8%
CCC1=NN(C(=O)c2cccnc2)C(O)(c2ccccc2)C1 (centres undefined) | 5%
O=C(NC(=S)Nc1ccccc1Cl)c1cccc(F)c1 | 12%
O=C(O)c1ccc2c(c1NCCO)C(=O)c1ccccc1C2=O | 4%
O=C(N/N=C/c1cccn1-c1ccc([N+](=O)[O-])cc1)/C(=C/c1ccc([N+](=O)[O-])cc1)NC(=O)c1ccccc1 | 11%
Nc1[nH]n(-c2ccccc2)c(=O)c1N=Nc1ccc2[nH]c(=O)[nH]c2c1 | 10%
COc1cccc(N2C(=O)C(=O)/C(=C(\O)c3ccccc3)C2c2cccc([N+](=O)[O-])c2)c1 (centres undefined) | 8%
CC(=O)c1cccc(NC(=O)c2ccc(C)cc2)c1 | 4%
Cc1ccc(C=Nc2cc([N+](=O)[O-])ccc2C)cc1 | 14%
CC(=O)Nc1ccc(NC(=S)NC(=O)c2ccc(C)c(C)c2)cc1 | 0%
C=CCc1cccc(/C=N/NC(=O)C(C)Oc2cccc(Cl)c2)c1O (centres undefined) | 17%
C=CCN(CC=C)C(=O)CCc1ccccc1 | 0%
COC(=O)c1c(C)oc2cc(Br)c(OCc3ccccc3)cc12 | 5%
O=C(Nc1cccc(N2C(=O)c3c(Cl)c(Cl)c(Cl)c(Cl)c3C2=O)c1)c1cccs1 | 38%
CN(C)c1ccc(NC(=O)N2CCOCC2)cc1 | 7%
CC(C)(C)NC(=O)c1ccccc1NC(=O)c1ccccc1Br | 9%
Cc1ccc(C(=O)NC(=S)Nc2ccc(-c3nc4ccccc4s3)cc2)cc1[N+](=O)[O-] | 20µM*
COc1ccc(/C=N/n2cnnc2)c(OC)c1 | 15%
COc1ccc(S(=O)(=O)Nc2ccc([N+](=O)[O-])cc2C)cc1 | 5%
COc1ccc(N2CCN(Cc3cc(Br)cs3)CC2)cc1 | 14%
COc1ccc2oc(=O)c(C(=O)N3CCN(c4ccccc4)CC3)cc2c1 | 16%
O=C(Nc1ccc(N2CCCCC2)cc1)c1ccc([N+](=O)[O-])cc1 | 7%
O=C1C=C(c2cccs2)CC(c2ccccc2)C1n1nnc([N+](=O)[O-])n1 (centres undefined) | 1%
C/C(=N\NC(=O)c1cc(-c2cccc([N+](=O)[O-])c2)n[nH]1)c1ccccc1O | 8%
CC(C)OC(=O)c1ccc(NC(=O)COc2cccc(Cl)c2)cc1 | 4%

Part of the list above, with tabs.
canonical_smiles	RNase H inhibition
CN(C)c1ccc(NC(=O)N2CCOCC2)cc1	7%
CC(C)(C)NC(=O)c1ccccc1NC(=O)c1ccccc1Br	9%
Cc1ccc(C(=O)NC(=S)Nc2ccc(-c3nc4ccccc4s3)cc2)cc1[N+](=O)[O-]	20µM*
COc1ccc(/C=N/n2cnnc2)c(OC)c1	15%
COc1ccc(S(=O)(=O)Nc2ccc([N+](=O)[O-])cc2C)cc1	5%
COc1ccc(N2CCN(Cc3cc(Br)cs3)CC2)cc1	14%
COc1ccc2oc(=O)c(C(=O)N3CCN(c4ccccc4)CC3)cc2c1	16%

(further entries)
SMILES | RNase H inhibition
COc1cc2c(cc1NC(=O)c1c(-c3ccccc3)noc1C)oc1ccccc12 | 11%
NC1=NC(=O)/C(=C/c2ccc(OC(=O)c3ccccc3Br)cc2)S1 | 26%
O=S(=O)(c1ccc(Cl)cc1)N1CCNCC1 | 8%
CC1=C(C(=O)Nc2ccc(C)cc2)C(c2ccccc2F)NC(=O)N1 (centres undefined) | 9%
CCCc1nc(-c2cc(OC)c(OC)c(OC)c2)no1 | 0%
COc1ccc(N2C(=O)NC(=O)/C(=C/c3ccc(Sc4ccc(C)cc4)o3)C2=O)cc1 | 5%
CC(Oc1ccc(Cl)cc1Cl)C(=O)Nc1ccc(Cl)c(C(F)(F)F)c1 (centres undefined) | 23%
COc1cccc(NC(=O)Nc2nnc(-c3ccccc3)s2)c1 | 10%
CN1C(=O)C(=O)/C(=C(\O)c2ccc(Cl)cc2)C1c1ccccc1F (centres undefined) | 0%
COc1ccc(S(=O)(=O)N(Cc2ccccc2)c2ccccc2C(=O)O)cc1 | 7%
Cc1ccc2c(c1)-c1c(sn(-c3ccc(C)c(Cl)c3)c1=S)C(C)(C)N2 | 12%
CSc1oc(-c2ccc(C)cc2)nc1S(=O)(=O)c1ccccc1 | 13%
Cc1ccc(NC(=S)NC(=O)c2ccccc2Cl)cc1Cl | 7%
CC(=O)CCc1oc2c(Br)cc(Br)cc2c1-c1ccc(C)o1 | 41%
CCOC(=O)C1=C(C)N=c2s/c(=C/c3ccc(-c4ccc(C)c([N+](=O)[O-])c4)o3)c(=O)n2C1c1ccccc1OC (centres undefined) | 12%
Cc1ccccc1NC(=O)c1ccccc1O | 0%
NC1=NC(=O)/C(=C\c2ccc(-c3ccc([N+](=O)[O-])cc3)o2)S1 | 2%
CCCOc1ccc(Cc2c(O)nc(SC)[nH]c2=O)cc1C | 8%
Cc1cc(/C=N/NC(=O)C(=O)N2CCCC2)c(C)n1-c1cccc(Br)c1 | 24%
CCOC(=O)NC(Nc1ccccc1F)(C(F)(F)F)C(F)(F)F | 2%
Cc1c(C(=O)NC(=S)Nc2cccc(-c3nc4ccccc4o3)c2)oc2ccccc12 | 5%
CC(C)c1cccc(C(C)C)c1OCCCCCCN1CCCCC1 | 16%
CCc1ccc(N2N=C(C)/C(=C/c3ccc(N4CCOCC4)cc3)C2=O)cc1 | 10%
CCOC(=O)c1ccccc1NC(=O)c1ccc(C)c([N+](=O)[O-])c1 | 0%
C/C(=N/NC(=O)[C@H]1C[C@H]1c1ccccc1)c1ccccc1Cl | 23%
Cc1cc(Cl)ccc1OC(=O)COc1ccc([N+](=O)[O-])cc1 | 9%
CC(C)(C)c1cc(CN2CCN(c3ccc([N+](=O)[O-])cc3)CC2)cc(C(C)(C)C)c1O | 16%
O=Cc1c(OCc2ccc([N+](=O)[O-])cc2)ccc2ccccc12 | 11%
Cc1ccc(-c2csc(NC(=O)C3C4CCC(C4)C3C(=O)O)n2)cc1 (centres undefined) | 7%
CCOc1ccc(C(=O)Nc2cc3nn(-c4ccc(OC)cc4)nc3cc2C)cc1[N+](=O)[O-] | 13%
Cc1c(N=Cc2ccc(Cl)cc2Cl)c(=O)n(-c2ccccc2)n1C | 0%
C=CCNC(=O)CN(c1ccc(Br)cc1)S(C)(=O)=O | 6%
Cc1ccc(-c2nc3ncccc3o2)cc1NC(=O)c1ccc(Br)o1 | 9%
Cc1[nH]n(-c2ccccc2)c(=O)c1/C=N/N(C)C | 2%
O=[N+]([O-])c1ccccc1-c1nc(-c2ccccc2)c(-c2ccc(Sc3ccccc3)cc2)[nH]1 | 22%
CCOC(=O)C1CCN(C(=O)c2ccc(C#CC(C)(C)O)cc2)CC1 | 7%
C=C(C)Cn1c(-c2ccc(Br)cc2)n[nH]c1=S | 10%
O=C(Nc1ccc(O)c(-c2nc3ccccc3s2)c1)c1cccc(Oc2ccccc2)c1 | 10%
O=C(/C=C/c1ccc(-c2ccc([N+](=O)[O-])cc2)o1)c1cc2ccccc2o1 | 3%
C=CCc1cc(C=C2C(=O)c3ccccc3C2=O)cc(OC)c1OCC(=O)O | 11%
COc1ccc(CCNC(=O)c2ccc3c(c2)OCO3)cc1OC | 11%
COc1ccc(C2CC(c3ccccc3)=Nc3ccccc3S2)cc1OC (centres undefined) | 31%
O=[N+]([O-])c1ccc(Cl)cc1NCCNS(=O)(=O)c1ccc2ccccc2c1 | 26%
COc1ccc(NC(=O)c2ccccc2OC)cc1OC | 0%
O=C(Nc1ccccc1C(=O)O)c1cccc(S(=O)(=O)N2CCOCC2)c1 | 3%
O=C1C(=O)N(c2nc3ccccc3s2)C(c2ccc3c(c2)OCO3)/C1=C(/O)c1ccccc1 (centres undefined) | 11%
O=C(CSc1nnc2c(n1)[nH]c1ccccc12)Nc1cccc2ccccc12 | 11%
O=[N+]([O-])c1ccccc1C=Nc1ccc(F)cc1 | 8%
CCCOc1ccc(N2C(=O)CC(N(CCc3ccc(OC)c(OC)c3)C(=O)CC)C2=O)cc1 (centres undefined) | 3%
CCN(CC)CCP(=O)(c1ccccc1)c1ccccc1 | 0%
Cc1ccc2c(c1)N(C(=O)Nc1ccccc1)C(C)(C)CC2C (centres undefined) | 5%

Some of the compounds tested (hit frequency here may not be typical).
